PrPC surface inh = inhibitors of human cell surface prion protein PrPC, primary screen, cell-based, TR-FRET; Major prion protein (Homo sapiens), P04156; TR-FRET read-out; inhibition, % at 13.8 µM; 0.43% of 370,000 active; AID 720596, 2013; in the data active = inhibition above about 24%; note: 0% = median of the test wells and 100% = reference compound wells
CCHFV vOTU inh = CCHFV vOTU protease inhibitors, primary screen, biochemical, Pep-AMC substrate, fluorescence. inhibition, % at 11.5 µM. 0.55% of 370,000 active; in the data active = inhibition above about 30%; note: 0% = vehicle wells with enzyme and 100% = no enzyme wells
TcdB inh = TcdB glycohydrolase inhibitors, primary screen, biochemical, single point, plate reader. TcdB glycohydrolase enzymatic assay. inhibition, % at 9.99 µM. 0.24% of 350,000 active; in the data active = inhibition above about 10%
FadD28 binding = inhibitors of FadD28 bisubstrate probe binding, primary screen, biochemical, fluorescence polarization, single point; Mycobacterium tuberculosis FadD28 fatty-acid-AMP ligase; inhibition, % at 12.5 µM; 0.22% of 360,000 active; in the data active = inhibition above about 8.5%, passing the limit was not always enough; inconclusive = no clear call, values can overlap the other calls
Anthrax LF inh2 = Bacillus anthracis LF protease inhibitors, primary screen, biochemical, multiplex microsphere, MLPCN library. multiplex microsphere protease cleavage assay. inhibition, % at 10 µM. 0.12% of 360,000 active; note: plate controls were buffer without enzyme for full effect and enzyme alone for no effect
Target sequence (P15917 whole entry, looked up): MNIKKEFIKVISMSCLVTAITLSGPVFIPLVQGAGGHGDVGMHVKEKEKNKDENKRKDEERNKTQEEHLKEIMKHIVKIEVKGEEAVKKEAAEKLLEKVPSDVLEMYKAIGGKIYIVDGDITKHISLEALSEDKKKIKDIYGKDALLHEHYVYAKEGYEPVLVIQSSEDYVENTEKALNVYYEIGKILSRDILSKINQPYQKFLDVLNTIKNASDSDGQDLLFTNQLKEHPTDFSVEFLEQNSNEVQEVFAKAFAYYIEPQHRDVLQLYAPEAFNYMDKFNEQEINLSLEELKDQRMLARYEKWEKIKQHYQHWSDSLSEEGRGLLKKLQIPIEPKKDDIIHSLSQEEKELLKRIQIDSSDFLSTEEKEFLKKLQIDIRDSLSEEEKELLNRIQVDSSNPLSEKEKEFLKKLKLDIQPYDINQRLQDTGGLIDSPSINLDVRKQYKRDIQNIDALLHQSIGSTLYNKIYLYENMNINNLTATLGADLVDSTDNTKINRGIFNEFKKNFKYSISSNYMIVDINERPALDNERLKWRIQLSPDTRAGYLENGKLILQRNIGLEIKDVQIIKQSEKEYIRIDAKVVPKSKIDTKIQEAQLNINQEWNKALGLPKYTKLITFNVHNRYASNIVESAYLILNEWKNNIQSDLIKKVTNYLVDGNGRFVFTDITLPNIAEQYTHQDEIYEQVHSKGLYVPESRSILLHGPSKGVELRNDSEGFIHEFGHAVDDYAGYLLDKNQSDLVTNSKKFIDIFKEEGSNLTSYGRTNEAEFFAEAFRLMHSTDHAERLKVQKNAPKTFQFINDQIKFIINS
Y pestis TopoI = Yersinia pestis topoisomerase I inhibitors, primary screen, biochemical, cleavage product accumulation, plate reader, single point | 0.064% of 360,000 active | activity, % at 10 µM | AID 504884, 2011 | DNA topoisomerase I (Yersinia pestis CO92) | Y. pestis Topo-I cleavage product accumulation; in the data active = activity above about 50%, passing the limit was not always enough; inconclusive = no clear call, values can overlap the other calls; note: inactives centre near 2
BoNT-F LC inh = BoNT/F light chain protease inhibitors, primary screen, biochemical, flow cytometry, MLPCN library; Multiplex microsphere protease cleavage assay; inhibition, % at 10 µM; Botulinum neurotoxin type F light chain protease (Clostridium botulinum); 0.22% of 360,000 active; in the data active = inhibition above about 35%, passing the limit was not always enough; inconclusive = no clear call, values can overlap the other calls; note: plate controls were buffer without enzyme for full effect and enzyme alone for no effect
BoNT-A LC inh2 = BoNT/A light chain protease inhibitors, primary screen, biochemical, flow cytometry, MLPCN library. Botulinum neurotoxin type A light chain protease (Clostridium botulinum A str. ATCC 3502). multiplex microsphere protease substrate cleavage. inhibition, % at 10 µM. 0.17% of 360,000 active. AID 588499, 2011; note: plate controls were buffer without enzyme for full effect and enzyme alone for no effect
PfHsp40 yeast = rescue of yeast from PfHsp40 toxicity, primary screen, S. cerevisiae, ATP luminescence. S. cerevisiae expressing PfHsp40, growth rescue. growth rescue, % at 12.5 µM. 0.68% of 340,000 active. AID 504582, 2011; in the data active = growth rescue above about 28%, passing the limit was not always enough; inconclusive = no clear call, values can overlap the other calls;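 note: yeast W303a lacking pdr1 and pdr3 grown in galactose medium; growth measured after three days at 30 °C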
Numbers without * were called inactive; ? = inconclusive; nt = not tested or not shown. Cut-off read from the data, not from the text of the source, unless noted: active = inhibition above about 30%; inconclusive = no clear call, values can overlap the other calls; inactive = below that.

SMILES	PrPC surface inh	CCHFV vOTU inh	TcdB inh	FadD28 binding	Anthrax LF inh2	Y pestis TopoI	BoNT-F LC inh	BoNT-A LC inh2	PfHsp40 yeast
O=C(NCC1CC1)c1ccc2sc([C@@H]3O[C@H](CO)[C@H](O)[C@H](O)[C@H]3O)nc2c1	1	-4	2.3	-1.1	-1	4	-2	-0.3	nt
CC(C)CN(CCNC(=O)CN1C(=O)COc2ccc(S(=O)(=O)N3CCC(C)CC3)cc21)CC(C)C	4	9	0.6	-1.0	1	-7	8	2.5	-0.1
CCn1ccc(C(=O)Nc2ccccc2SC)n1	-12	5	1.1	-1.2	2	1	-3	-0.3	-1.1
COc1ccc(NC(=S)NCCN2CCC(C)CC2)cc1	-8	7	-0.7	2.2	6	-4	2	-0.8	-0.4
Cc1cccc(Cc2c(C)[nH]c(=O)c(C#N)c2C)c1	3	-2	-2.7	-4.9	2	11	-4	-0.9	-0.2
O=C(C[n+]1ccccc1)N1CCCc2ccccc21	8	-13	-2.2	-1.0	-3	-13	-21	-3.8	0.8
COc1ccc(NC(C)=O)cc1S(=O)(=O)N(C)Cc1c(C)nn(-c2ccccc2)c1C	-3	-3	0.2	0.8	-10	12	0	0.6	-1.6
O=S(c1ccccc1)c1ccccc1	5	-7	0.7	0.2	-1	-1	11	0.6	-1.4
O=C(NC1CCCC1)c1cc(S(=O)(=O)N2CCOCC2)c(Cl)cc1Cl	0	-16	2.7	-0.8	3	-6	0	1.2	-0.3
CC(C)Cc1nnc(NC(=O)c2ccc([N+](=O)[O-])cc2)s1	4	0	nt	-0.1	-4	-8	4	0.4	-0.3
CCCNC(=O)c1ccc(N2CCC3(CC2)CC(c2ccccc2)=NO3)c(NC(=O)c2cccc(C)c2)c1	-3	-3	0.3	-2.7	-8	3	1	0.2	-0.2
COc1ccc(-c2cn3c(C)c(C(=O)N4CCN(c5ccccc5F)CC4)sc3n2)cc1	3	3	0.4	-3.0	-13	28	-1	0.0	-0.2
CCOc1ccccc1C1NC(=O)CCC1[N+](=O)[O-] (stereo not given)	7	4	0.2	0.3	-3	4	?	-0.2	0.3
CCOc1ccc(NC(=O)CN(C)C(=O)c2cc(-c3ccncc3)nc3ccccc23)cc1OCC	-8	3	4.0	-0.1	26	-1	24	18	-0.8
CCN1CCN(c2cc(C)c3cc(NC(=S)NCCCN4CCc5ccccc5C4)ccc3n2)CC1	-1	-10	1.5	-3.1	-14	2	-16	-0.3	-2.4
COc1ccc(-c2cc(C(F)(F)F)n3ncc(C(=O)N4CCCCC4c4cccnc4)c3n2)cc1 (stereo not given)	-9	-16	-0.3	-1.9	0	4	1	0.9	-0.1
Cc1c(C(=O)NN)[nH]c2ccc([N+](=O)[O-])cc12	-3	6	0.9	-3.1	-8	-5	-12	0.9	nt
Cc1ccc(S(=O)(=O)N2CCN(C(=O)COc3ccc(C)nc3[N+](=O)[O-])CC2)c(C)c1	-9	-3	1.9	-5.7	4	-4	1	-0.4	0.2
O=C(CC(c1ccc(F)cc1)c1ccco1)N1CCOCC1 (stereo not given)	1	-5	nt	1.1	-1	8	7	-0.2	0.0
CSc1nccc(Nc2ccccc2)c1C#N	5	1	nt	-1.4	-4	1	8	0.5	1.6
CN1CCN(c2nc3ccccn3c(=O)c2C=O)CC1	nt	nt	nt	0.8	-4	3	-17	-1.6	-0.1
COc1ccc(OC)c(S(=O)(=O)N2CCC(C(=O)NCc3ccccn3)CC2)c1	2	4	0.9	-1.3	-6	2	-14	-2.1	1.0
O=C(O)c1ccc2c(c1)OCCCO2	7	-3	1.8	-1.7	-2	10	8	0.4	-1.4
Cc1ccc(OC(=O)C23CC4CC(CC(C4)C2)C3)c(C)n1	-3	-5	nt	0.5	-2	0	4	0.1	-0.8
CCCCCCCCCOC1OC(CO)C(O)C(O)C1NC(C)=O (stereo not given)	9	-5	-2.3	0.0	-2	-7	-9	-1.8	0.5

Arranged by molecular weight (rising): part of the list above.
SMILES	PrPC surface inh	CCHFV vOTU inh	TcdB inh	FadD28 binding	Anthrax LF inh2	Y pestis TopoI	BoNT-F LC inh	BoNT-A LC inh2	PfHsp40 yeast
CSc1nccc(Nc2ccccc2)c1C#N	5	1	nt	-1.4	-4	1	8	0.5	1.6
CCOc1ccccc1C1NC(=O)CCC1[N+](=O)[O-] (stereo not given)	7	4	0.2	0.3	-3	4	?	-0.2	0.3
CC(C)Cc1nnc(NC(=O)c2ccc([N+](=O)[O-])cc2)s1	4	0	nt	-0.1	-4	-8	4	0.4	-0.3
COc1ccc(NC(=S)NCCN2CCC(C)CC2)cc1	-8	7	-0.7	2.2	6	-4	2	-0.8	-0.4
O=C(NC1CCCC1)c1cc(S(=O)(=O)N2CCOCC2)c(Cl)cc1Cl	0	-16	2.7	-0.8	3	-6	0	1.2	-0.3

Further entries follow.
SMILES	PrPC surface inh	CCHFV vOTU inh	TcdB inh	FadD28 binding	Anthrax LF inh2	Y pestis TopoI	BoNT-F LC inh	BoNT-A LC inh2	PfHsp40 yeast
Cc1ccc(S(=O)(=O)N2[C@@H](c3ccc(Br)cc3)C(C(=O)O)=CC[C@H]2c2ccc(Cl)c(Cl)c2)cc1	-2	32*	0.4	-25	-7	17	-4	0.4	4.1
O=C(Nc1cccc(OCC(=O)N2CCOCC2)c1)c1cccc([N+](=O)[O-])c1	-17	-3	0.0	-3.5	-6	4	1	-0.4	-1.5
CC(C)(C)c1nnc(NC(=O)CCC2CCCCC2)s1	6	10	0.0	-0.4	-2	1	-1	-0.1	nt
CCCCN1C=C(C(=O)OC)C(c2ccccc2Cl)C(C(=O)OC)=C1	-7	-49	-0.5	-1.0	-3	-3	0	-0.1	-1.0
FC(F)(F)c1cnc(N2CCN(C(=S)NCc3ccccc3)CC2)c(Cl)c1	2	3	0.1	-4.6	3	19	-3	-1.1	77*
CCOC(=O)C1CCN(c2ncnc3c2oc2ccc(Cl)cc23)CC1	2	-9	nt	1.2	-4	6	7	0.4	-0.1
Cc1cnc(NC(=O)[C@H](C)N2C(=O)C3CCCCC3C2=O)s1 (stereo not given in full)	-2	4	0.0	-2.4	0	-3	3	-0.2	-1.7
C=CCc1c(C)nc2ccc(C(=O)OCC)cc2c1Cl	-5	-12	-0.3	-7.8	5	7	-6	0.0	-0.8
CCC(N=c1cc(-c2ccc(OC)cc2)oc2ccc(C)cc12)C(=O)O (stereo not given)	-4	-268	nt	-0.1	0	12	-4	0.5	-1.3
Cc1cccc(C)c1NC(=O)C1(C)CCC(=O)N1CCCn1ccnc1 (stereo not given)	2	2	0.9	-3.0	-8	nt	-7	-1.3	nt
COc1cc(Br)ccc1C1CC(=O)C(C)C(c2ccc(Br)cc2OC)N1 (stereo not given)	-3	-8	1.7	nt	-8	6	5	-4.4	1.2
O=C(O)c1nc2ccccc2nc1C(=O)O	0	1	nt	-3.5	-7	1	-4	-0.6	0.1
CCn1c(CCCOc2ccc(Cl)cc2Cl)nnc1SCC(=O)Nc1cc(F)ccc1C	-1	9	0.1	-11	-2	34	-2	-0.5	15
CC(C)(CNC(=O)c1ccc(Cl)c(S(=O)(=O)N2CCc3ccccc3C2)c1)N1CCOCC1	9	0	2.4	-4.1	-8	5	-6	0.1	-1.2
CNC(=O)c1c2c(nc3ccc(Br)cc13)CCCC2	25*	-3	-0.2	-2.2	-2	15	-2	1.2	-2.2
c1ccc(CCc2ccncc2)cc1	-4	-9	-0.2	-3.3	-8	-7	?	-2.7	-0.9
Cc1cc2cc(CNC(=O)CCC(=O)O)ccc2n1C	-2	0	1.2	1.2	-1	0	-4	-1.7	0.5
COc1ccc(-n2ncc3c(=O)n(CC(=O)OCc4ccccc4)cnc32)cc1	0	-10	nt	-3.2	-5	13	-9	-1.2	-0.4
CCOC(=O)[C@]12CCCC=C1N(Cc1cccc3ccccc13)C(=O)[C@H](CC(=O)NCCc1ccccc1OC)C2	5	18	0.4	nt	-1	nt	-2	-0.1	nt
CCOc1ccc(CN2CCN(c3ncnc4scc(-c5ccccc5)c34)CC2)cc1	-11	1	-0.7	nt	1	-11	11	1.6	-1.1
COc1cccc(NC2=NCC(=O)N2Cc2cccs2)c1	-3	9	0.3	-3.8	-3	0	18	1.6	1.3
Clc1ccc(CSc2nnc(-c3ccncc3)o2)cc1	12	0	nt	-2.0	0	19	12	1.0	6.6
O=C1CCC(C(=O)N2CCCC(Nc3ccc(F)cc3)C2)=NN1 (stereo not given)	-9	6	1.3	0.2	2	8	4	-1.0	-0.4
Cc1cc(C)c(OCC(=O)Nc2ccccc2N2CCCCC2)c(C)c1	-7	6	0.6	0.1	-5	-6	6	-0.6	nt
O=C(COC(=O)c1cc(S(=O)(=O)N2CCOCC2)c(Cl)cc1Cl)Nc1ncc(C(F)(F)F)cc1Cl	5	5	nt	-3.3	3	1	4	0.9	-0.3
(further entries)
SMILES	PrPC surface inh	CCHFV vOTU inh	TcdB inh	FadD28 binding	Anthrax LF inh2	Y pestis TopoI	BoNT-F LC inh	BoNT-A LC inh2	PfHsp40 yeast
O=S(=O)(c1cccs1)N1CN(CC2CCCO2)c2nc3ccccc3nc21 (stereo not given)	-11	1	0.5	-0.2	1	5	0	0.9	-0.5
COCCN(Cc1ccccc1)P(=O)(O)c1ccccc1OCC(=O)O	-1	0	nt	-2.6	-2	-2	-2	0.3	-2.4
O=C(C1CC=CCC1)N1CCCCCC1 (stereo not given)	4	-6	-0.8	-1.4	6	2	4	0.1	nt
Cc1cccc2nc(CSc3nc4ccc([N+](=O)[O-])cc4[nH]3)c(Br)n12	2	11	nt	-2.3	3	-10	-2	1.6	0.9
CCOC(=O)C1(Cc2cccc(OC)c2)CCCN(Cc2ccc(NC(C)=O)cc2)C1 (stereo not given)	6	-1	-0.7	-0.8	0	-6	-1	-1.9	-0.7
CCc1noc(C)c1C(=O)Nc1ccc(F)c(F)c1F	2	-10	0.4	-1.8	-2	-11	-4	3.8	-0.8
O=C(CCNC(=O)c1ccco1)Nc1ccccc1OC(F)F	-5	-11	1.2	-3.4	5	-5	-18	2.1	0.3
Cc1ccc2cc(CN(CCN3CCOCC3)C(=O)NCc3ccccc3)c(=O)[nH]c2c1C	0	-5	nt	0.0	1	11	-9	0.1	0.9
CCN(CC)CCSc1nc2c([nH]1)c(=S)n(C)c(=O)n2C	6	-5	-1.4	-4.6	-4	-2	-5	-0.3	0.6
O=C(CCN1C(=O)/C(=C/c2ccc3c(c2)OCO3)SC1=S)Nc1ccccc1	3	5	nt	0.6	-2	-3	0	1.2	-0.8
O=C(CCc1ccccc1)Nc1cc2c(cc1C(=O)O)OCCCO2	-4	2	0.9	-2.4	-6	-11	-1	-0.9	-0.5
COC(CNC(=O)c1ccc(CS(=O)(=O)c2ccccc2)o1)OC	0	-12	-3.8	-0.8	10	5	-11	3.3	-2.1
Nc1nc(=S)[nH]c2c1C1(CCCC1)Cc1ccccc1-2	6	-2	nt	-3.1	2	0	-25	-1.1	1.0
Cc1cc2cc(C#N)c(N3CCOCC3)nc2cc1Cl	-5	-1	0.5	-2.4	1	6	-8	5.9	3.7
COc1ccc(C(CCN2CCCCC2)c2c(O)cc(OC)cc2OC)cc1 (stereo not given)	-3	-9	nt	-2.9	4	3	-11	-0.6	-0.2
COc1ccc2c(c1)C(=O)N(Cc1ccccc1)C(=O)C2(C)C	4	-9	0.4	0.9	5	17	17	1.8	4.8
CN(C)CCNC(=O)CNC(=S)N(CCCN1CCOCC1)Cc1cccs1	2	-2	0.2	-0.9	-1	1	-1	-0.7	0.3
COc1cccc(NC(=O)CN(C)C(=O)c2sc3cc(Cl)ccc3c2Cl)c1	-10	14	0.7	-4.3	nt	7	nt	nt	5.5
CC1CN(C(=S)Nc2ccccc2)C(C)CN1C=O (stereo not given)	10	-16	0.6	-1.3	-4	-2	-15	-1.6	-0.6
COc1cc(C(=O)Nc2ccc(C)cn2)c([N+](=O)[O-])cc1OC	-21	-1	-0.3	-0.9	-4	3	3	0.2	-1.1

Source: PubChem (several laboratories)

Compounds were not picked by outcome; about 2.3% have a hit in one of these screens.
